BH1578 lux ind – inducers of Vibrio cholerae quorum light production without autoinducers, primary screen, BH1578 luxS cqsA deficient, single point. V. cholerae BH1578 lux reporter, luminescence, 6 h. activation, % at 18.7 µM. 0.16% of 350,000 active. AID 588436, 2011; in the data active = activation mostly above about 9.7%, no sharp cut-off; note: not every result past the cut was called active; inactives centre near 0; reference of the scale not given here
VHR inh abs – VHR1 phosphatase inhibitors, primary screen, biochemical, absorbance, uHTS | Dual specificity protein phosphatase 3 (Homo sapiens), P51452 | recombinant VHR phosphatase, pNPP absorbance | inhibition, % at 13.3 µM | 0.52% of 290,000 active | AID 1654, 2009; in the data active = inhibition above about 50%; note: some compounds called inactive have numbers as strong as hits
Target sequence (P51452 whole entry, looked up): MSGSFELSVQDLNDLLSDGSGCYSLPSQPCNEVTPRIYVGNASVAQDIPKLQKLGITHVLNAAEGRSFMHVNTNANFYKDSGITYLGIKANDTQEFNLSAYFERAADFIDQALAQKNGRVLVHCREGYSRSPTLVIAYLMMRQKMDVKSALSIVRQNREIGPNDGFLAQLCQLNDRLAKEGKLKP
PrPC TRFRET – inhibitors of human cell surface prion protein PrPC, primary screen, cell-based, TR-FRET | inhibition, % at 13.8 µM | TR-FRET read-out | AID 720596, 2013 | Major prion protein (Homo sapiens), P04156 | 0.43% of 370,000 active; in the data active = inhibition above about 24%; note: 0% = median of the test wells and 100% = reference compound wells
Rv3671c inh – Rv3671c serine protease inhibitors, primary screen, biochemical, fluorescence polarization, M. tuberculosis H37Rv; P9WHR9; inhibition, % at 5.96 µM; 0.048% of 320,000 active; AID 2606, 2010; in the data active = inhibition above about 38%;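 note: extracellular domain of Rv3671c used as enzyme; 0% = enzyme with DMSO and 100% = no enzyme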
Target sequence (P9WHR9 whole entry, looked up, the tested form may be a part): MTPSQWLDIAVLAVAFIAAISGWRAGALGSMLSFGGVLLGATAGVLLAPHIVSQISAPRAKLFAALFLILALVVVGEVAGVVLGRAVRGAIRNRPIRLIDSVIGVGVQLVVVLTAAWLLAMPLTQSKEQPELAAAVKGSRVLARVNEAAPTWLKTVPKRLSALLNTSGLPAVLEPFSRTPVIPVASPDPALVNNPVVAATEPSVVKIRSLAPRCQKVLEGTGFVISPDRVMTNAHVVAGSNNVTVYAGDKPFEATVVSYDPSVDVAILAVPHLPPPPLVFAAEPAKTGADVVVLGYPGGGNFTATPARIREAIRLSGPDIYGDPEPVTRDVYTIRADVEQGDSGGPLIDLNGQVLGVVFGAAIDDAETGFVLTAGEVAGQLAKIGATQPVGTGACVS
MazF activator – activators of E. coli MazEF toxin-antitoxin RNase, primary screen, biochemical, fluorescence, uHTS. Endoribonuclease toxin MazF (Escherichia coli (strain K12)), P0AE70. FAM/BHQ RNA-DNA oligo cleavage fluorescence, 5 h. activation, % at 20 µM. 0.32% of 350,000 active. AID 504720, 2011; in the data active = activation above about 50%
Target sequence (P0AE70 whole entry, looked up): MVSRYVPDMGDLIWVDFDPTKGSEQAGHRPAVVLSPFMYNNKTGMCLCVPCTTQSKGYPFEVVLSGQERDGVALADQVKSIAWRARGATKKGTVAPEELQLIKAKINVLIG
TcdB inh – TcdB glycohydrolase inhibitors, primary screen, biochemical, single point, plate reader; 0.24% of 350,000 active; TcdB glycohydrolase enzymatic assay; AID 652162, 2013; inhibition, % at 9.99 µM; in the data active = inhibition above about 10%
CCHFV vOTU inh – CCHFV vOTU protease inhibitors, primary screen, biochemical, Pep-AMC substrate, fluorescence. inhibition, % at 11.5 µM. 0.55% of 370,000 active. AID 651958, 2012; in the data active = inhibition above about 30%; note: 0% = vehicle wells with enzyme and 100% = no enzyme wells
3CLpro inhibitor – SARS-CoV 3CLpro protease inhibitors, primary screen, biochemical, quenched FRET; Replicase polyprotein 1ab (Severe acute respiratory syndrome coronavirus), P0C6X7; recombinant SARS-CoV 3CLpro, quenched FRET peptide cleavage; inhibition, % at 6 µM; 0.14% of 290,000 active; AID 1706, 2009; in the data active = inhibition above about 12%
Yp Topo-I inh – Yersinia pestis topoisomerase I inhibitors, primary screen, biochemical, cleavage product accumulation, plate reader, single point. activity, % at 10 µM. Y. pestis Topo-I cleavage product accumulation. DNA topoisomerase I (Yersinia pestis CO92). 0.064% of 360,000 active. AID 504884, 2011; in the data active = activity above about 50%, passing the limit was not always enough; note: inactives centre near 2
PriA SSB inh – inhibitors of Klebsiella pneumoniae PriA binding to SSB C-terminal tail, primary screen, biochemical, AlphaScreen; AlphaScreen SSBct-PriA binding, biotinylated peptide; inhibition, % at 33 µM; 0.6% of 430,000 active; AID 1272365, 2023; in the data active = inhibition mostly above about 37%, no sharp cut-off; inactive = mostly below about 20%;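 note: plate controls were negative control peptide for no effect and reference peptide for full effect; strong numbers were not always called active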
An asterisk follows results filed as active; i = inactive; . = no result given; & = joins results of further samples.

Every second line gives: BH1578 lux ind	VHR inh abs	PrPC TRFRET	Rv3671c inh	MazF activator	TcdB inh	CCHFV vOTU inh	3CLpro inhibitor	Yp Topo-I inh	PriA SSB inh
(1) CC(Sc1ccc(S(=O)(=O)N(C)C)cn1)C(=O)NC1CCCC1 (configuration not stated)
    -0.4	.	-4	6	1	0.6	7	.	3	3
(2) C#CCOCCOCCOCCNc1nc(N2CCN(C(=O)[C@H](CCCCN)n3cc([C@@H](N)CC(C)C)nn3)CC2)nc(N2CCN(C(=O)[C@H](Cc3cc4ccccc4[nH]3)n3cc([C@@H](N)Cc4ccc(O)cc4)nn3)CC2)n1
    -4.5	36	.	0	-7	.	.	0	-28	21
(3) CN(Cc1ccccc1)C(=O)c1ccccc1N(C)S(=O)(=O)c1ccccc1
    i	.	5	.	2	1.8	3	.	22	14
(4) Cn1c(SCc2nnc(-c3ccccc3)o2)nc2ccccc21
    -0.3	10	-15	-5	-8	13*	-4	-3	7	0
(5) CN(C)/C=N/C(=S)Nc1ccccc1Cl
    -0.3	22	-1	6	3	0.2	-1	5	-3	.
(6) Cc1ccc(C(=O)NNC(=O)c2cc3cc4ccccc4nc3s2)cc1
    6.9	34	0	-20	12	.	17	0	11	1
(7) Cc1ccc(S(=O)(=O)N2CCN(C(=O)CSC3CCCC3)CC2)c(C)c1
    -0.4	20	0	1	6	.	-7	-2	9	-4
(8) CCOC(=O)C1CCCN(C(=O)Nc2ccccc2)C1 (configuration not stated)
    2.9	15	-4	3	1	.	-17	1	6	-10
(9) O=C(CSc1nnnn1-c1ccccc1)c1ccc(O)cc1O
    -0.4	5	6	-14	8	-4.4	29	1	-11	-4
(10) CC1CCN(S(=O)(=O)c2ccc(NC(=O)CCN3C(=O)c4ccccc4C3=O)cc2)CC1
    i	14	.	-16	2	0.7	.	-2	-2	-6
(11) COc1ccccc1NC(=O)Nc1nc2ccc(S(N)(=O)=O)cc2s1
    -0.5	-25	-5	-80	27	1.9	4	-1	0	-14
(12) Cc1ccccc1C(=O)Nc1ccc(N2CCN(C)CC2)nc1
    -1.5	24	6	3	6	-0.5	-7	-3	-3	-5
(13) COc1cc(C=O)ccc1OCC(=O)N1CCCC1
    -0.1	21	8	0	3	-0.1	-8	1	-5	-5
(14) COc1ccc(S(=O)(=O)Nc2ccccc2N2CCOCC2)cc1OC
    i	.	4	-3	-5	0.3	19	.	7	11
(15) COCCN1C(=O)C(O)=C(C(=O)c2cccs2)C1c1ccccc1 (configuration not stated)
    i	29	3	-2	1	.	5	1	-7	1
(16) O=C(CNc1ccc2ccccc2c1)N/N=C/c1ccc(C(=O)O)cc1
    -0.5	23	-6	7	7	-5.6	7	-2	0	.
(17) CCCCN(CCCC)C(=O)C1CC=CCC1C(=O)O (configuration not stated)
    i	-5	1	1	-3	1.9	-6	4	3	-2
(18) O=C(Nc1ccc2c(c1)OCO2)O[C@@H]1C[C@H]2CCC(=O)N3CC[C@@H](C1)[C@@H]23
    -0.9	5	7	-2	3	0.2	18	-4	2	6
(19) CC(=O)Nc1ccccc1OCc1nnc(-c2ccc(Cl)cc2)o1
    -0.3	10	-3	1	2	1.6	11	2	11	-8
(20) CCOc1ccc(NC(=O)CSc2n[nH]c(N)n2)c([N+](=O)[O-])c1
    i	3	-28	4	8	.	7	1	-2	-11
(21) Cc1cc([N+](=O)[O-])c(C(C)(C)C)cc1N
    1.4	18	1	-1	-10	.	12	-2	7	4
(22) CCCN1CNC(=S)N(c2cccc(C)c2C)C1
    i	13	-5	9	-6	.	-4	3	2	-20
(23) CN(c1ccc(OCC(=O)OCC(=O)Nc2ccc([N+](=O)[O-])cc2)cc1)S(=O)(=O)c1cccs1
    -2.7	.	-8	.	1	2.0	12	.	-7	15
(24) Cn1c(-c2ccccc2)cc(=O)c2ccccc21
    -0.3	16	0	17	1	.	-8	-3	3	-4
(25) CCOC(=O)CCSCC(=O)Nc1nnc(C)s1
    -0.3	-19	5	3	-2	0.0	-3	-1	4	-12&-1
(26) CCOc1ccc(C(CCc2ccccc2)NC(=O)c2ccccc2OC)cc1OCC (configuration not stated)
    i	48	.	-2	-12	1.4	.	-2	2	-14
(27) Cc1ccc(O)c(C2=Nc3ccccc3N=C(c3ccc([N+](=O)[O-])cc3)C2)c1
    0.6	1	-4	0	14	.	-18	-3	-8	7
(28) O=Cc1cn(CCOc2ccccc2F)c2ccccc12
    -0.3	5	1	.	-9	2.1	-6	3	11	-33
(29) Cc1cccc(-c2nsc(SCC(=O)c3ccc(Cl)cc3)n2)c1
    -0.3	3	-7	-9	-7	-2.3	6	-1	-6	-54
(30) O=C(C(=Cc1ccc(F)cc1)c1ccccc1)c1ccc(O)cc1
    -1.3	.	0	.	-8	0.9	13	.	14	-5

Copied from the list:
Under CCHFV vOTU inh, compound 5 has -1
Under MazF activator, compound 13 has 3
Under BH1578 lux ind, compound 24 has -0.3

Molecules listed so far that contain an NH in an aromatic ring:
Every second line gives: BH1578 lux ind	VHR inh abs	PrPC TRFRET	Rv3671c inh	MazF activator	TcdB inh	CCHFV vOTU inh	3CLpro inhibitor	Yp Topo-I inh	PriA SSB inh
(2) C#CCOCCOCCOCCNc1nc(N2CCN(C(=O)[C@H](CCCCN)n3cc([C@@H](N)CC(C)C)nn3)CC2)nc(N2CCN(C(=O)[C@H](Cc3cc4ccccc4[nH]3)n3cc([C@@H](N)Cc4ccc(O)cc4)nn3)CC2)n1
    -4.5	36	.	0	-7	.	.	0	-28	21
(20) CCOc1ccc(NC(=O)CSc2n[nH]c(N)n2)c([N+](=O)[O-])c1
    i	3	-28	4	8	.	7	1	-2	-11

Full records from above. Order of values: BH1578 lux ind	VHR inh abs	PrPC TRFRET	Rv3671c inh	MazF activator	TcdB inh	CCHFV vOTU inh	3CLpro inhibitor	Yp Topo-I inh	PriA SSB inh
Record of O=Cc1cn(CCOc2ccccc2F)c2ccccc12 → -0.3	5	1	.	-9	2.1	-6	3	11	-33
Record of O=C(Nc1ccc2c(c1)OCO2)O[C@@H]1C[C@H]2CCC(=O)N3CC[C@@H](C1)[C@@H]23 → -0.9	5	7	-2	3	0.2	18	-4	2	6

The list continues:
Every second line gives: BH1578 lux ind	VHR inh abs	PrPC TRFRET	Rv3671c inh	MazF activator	TcdB inh	CCHFV vOTU inh	3CLpro inhibitor	Yp Topo-I inh	PriA SSB inh
(31) Brc1ccc2[nH]ncc2c1
    -3.7	26	-2	1	-4	.	2	-1	5	4
(32) COc1ccc(OC)c(N2C(=O)CC(=O)NC2=O)c1
    -0.4	11	8	1	-7	-0.5	-5	0	-5	-7&-8
(33) NC(=O)CSc1nc2ccccc2n1Cc1ccccc1
    i	-1	-3	-3	0	.	-2	1	9	-9
(34) c1coc(CSSCc2ccco2)c1
    -0.8	.	-2	1	-2	-0.9	18	.	13	-1
(35) COc1ccc(C(=O)NCCc2cn3ccccc3n2)cc1
    i	5	-4	5	1	1.1	9	3	5	-6
(36) O=C(CNC(=O)c1ccc(Br)cc1)N/N=C/c1ccc[nH]1
    -0.2	1	-4	-1	0	.	-10	3	-6	.
(37) O=C1c2ccccc2C(=O)N1CCc1ccccc1
    1.2	.	-12	5	2	-0.1	-9	.	2	-24
(38) CC(Oc1ccccc1)C(=O)N=Nc1c(O)[nH]c2ccc([N+](=O)[O-])cc12 (configuration not stated)
    1.0	15	-35	-14	8	0.8	19	-1	-18	8
(39) C/C(CCc1ccc2c(c1)OCO2)=N\N=C(/N)SC1CC(=O)N(c2ccc(Cl)cc2)C1=O (configuration not stated)
    -11	17	5	3	-16	.	-5	5	5	.
(40) CCc1ccc(CN(C)CCc2ccccn2)cc1
    -2.6	-20	-7	-2	2	-0.1	-16	2	4	-32
(41) O=C1N=C(c2ccccc2)S/C1=C\c1cccs1
    0.8	22	-2	-13	4	.	-10	-1	-10	-2
(42) Cc1sc(NC(=O)c2cccc(N3C(=O)CCC3=O)c2)nc1-c1ccccc1
    0.9	.	-4	-14	-5	0.8	-1	.	-7	8
(43) CCOc1ccccc1OCC(=O)Nc1cc(C)on1
    -1.6	.	-4	2	0	-0.4	-11	.	4	-11
(44) Cc1cc(NC(=O)CSc2nncn2-c2ccccc2)no1
    -0.2	13	2	2	3	0.7	10	3	3	-6
(45) COc1ccc2c(CC(=O)NCc3cccs3)coc2c1
    -0.4	26	-2	-15	11	4.7	18	-3	-4	1
(46) COC(=O)c1ccc(CSc2nncn2N)cc1
    -0.3	9	3	-2	0	0.3	-6	4	-1	-12
(47) CC(=O)Oc1ccc(CC(C(=O)O)N2C(=O)c3ccccc3C2=O)cc1 (configuration not stated)
    -1.6	.	6	-5	1	1.0	5	2	0	3
(48) CCOc1ccc(NC(=O)CN(C)C(=O)Cc2ccc3c(c2)OCCO3)cc1OCC
    -0.4	.	-4	.	-5	-1.1	-5	.	-1	.
(49) c1ccc(-c2noc(CN3CCN(c4cnccn4)CC3)n2)cc1
    -1.8	32	-5	10	-2	0.1	12	4	19	-9
(50) CN(C)C(CNC(=O)c1cc(Br)ccc1Cl)c1ccco1 (configuration not stated)
    -0.1	40	-4	-5	6	0.7	1	4	-2	-11
(51) O=C(COC(=O)/C=C/c1ccccc1)NC(=O)NC1CCCCC1
    1.6	.	0	-6	7	0.8	13	.	20	-9
(52) CCn1c(=NC(=O)c2ccc(S(=O)(=O)N3CCOCC3)cc2)sc2cccc(OC)c21
    -6.7	9	11	15	-1	.	4	-3	19	-14
(53) N#Cc1cccc(-n2nnnc2-c2ccc3c(c2)OCO3)c1
    13	0	1	-10	4	0.3	-1	-1	2	-6
(54) COC(=O)C[C@H]1C[C@H]2c3cc(NS(=O)(=O)c4cccc(OC)c4)ccc3O[C@H]2[C@@H](CO)O1
    -0.3	.	7	.	7	-0.3&0.5	4	.	-2	.
(55) CC(=O)N1CCN(C(=O)c2ccc(NS(=O)(=O)c3cc(C)ccc3C)cc2)CC1
    -0.1	.	-3	10	2	2.1	-4	.	1	-17
(56) O=C(Nc1ccc(Br)cc1)N1C[C@H]2C[C@@H](C1)c1cccc(=O)n1C2
    -0.5	12	7	-9	5	-2.8	12	-4	-2	.
(57) CSc1nnc(CSc2cc(C)nc(N(C)C)n2)o1
    -0.6	-4	1	0	12	1.2	-16	0	3	-6
(58) CCCn1c(N)c(C(=O)CSc2n[nH]c(-c3ccccc3F)n2)c(=O)n(C)c1=O
    -2.1	.	-3	2	5	1.7	-6	.	-5	-14
(59) NC(=O)c1ccc(NC(=O)CN2CCN(C(=O)c3ccco3)CC2)cc1
    -5.8	1	2	-5	0	0.9	13	-2	7	-1

Screening results: PubChem, several laboratories

A portion of the library. The share of hits here may be higher or lower than overall.
